AP complement = orthogonal test for alternative complement pathway inhibitors | Human serum alternative complement pathway, LPS-coated ELISA, C3 deposition; tested in compound mixtures | inhibition, % at 5 µM | 0.08% of 62,000 active | AID 1235;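 active = inhibition above 30% in each of the two pooled mixtures holding the compound, so the lower value exceeds 30%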;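 note: 0% = serum in Mg-EGTA without compound and 100% = EDTA serum blank; some compounds past the cut are filed as inactive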
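Test system: human serum alternative complement pathway, C3 deposition on LPS-coated wells; also added: Plate-bound LPS; doses: 5 µM per compound in ten-compound mixtures; schedule: 1 h at 37 °C; detection: Anti-C3 ELISA, OD 450 nm; evaluation: percent inhibition of C3 deposition onto LPS; repeats: two pool placements per compound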
PKA inh = inhibitors of human protein kinase A. P17612. PKA Kemptide phosphorylation, Kinase-Glo ATP luminescence. inhibition, % at 6 µM. 0.1% of 65,000 active. AID 524;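 active = inhibition above the screen-wide mean inhibition plus 3 SD, cut at about 21% in these data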; note: many of its hits are not listed in these tables
ROCK2 inh = inhibitors of human Rho kinase 2 | O75116 | 0.35% of 60,000 active | inhibition, % at 6 µM | purified ROCK2, Kinase-Glo ATP depletion luminescence | AID 604;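 active = inhibition above the screen-wide mean inhibition plus 3 SD, cut at about 18% in these data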;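 note: plate controls were DMSO wells for no effect and Y-27632 control wells after no-enzyme background subtraction for full effect; many of its hits are not listed in these tables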
Ec RNAP inh = blocks E. coli RNA polymerase transcription; fluorescence transcription assay; inhibition, %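 (tested at 10 µM)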; 0.2% of 62,000 active; AID 559; in the data active = inhibition above about 20%;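 note: 0% = enzyme without compound and 100% = no enzyme blank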
CatS inh = human cathepsin S inhibition; AID 501; inhibition, %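 (tested at 5 µM per compound within 10-compound mixtures)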; recombinant cathepsin S, AMC dipeptide fluorescence, pooled mixtures; P25774; 0.06% of 62,000 active; in the data active = inhibition above about 32%, passing the limit was not always enough;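 note: 0% = enzyme without compound and 100% = blank without enzyme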
CatB block = inhibitors of human cathepsin B; purified cathepsin B, fluorogenic substrate, fluorescence; P07858; 0.1% of 63,000 active; inhibition, %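 (tested at 10 µM)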; in the data active = inhibition above about 21%;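 note: 0% = enzyme with no compound and 100% = no enzyme blank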
JNK3 inh = inhibitors of human JNK3 kinase; P53779; 0.61% of 60,000 active; purified JNK3 kinase activity, HTS; inhibition, % at 8 µM; in the data active = inhibition above about 17%;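 note: 0% = DMSO and 100% = reference inhibitor; many of its hits are not listed in these tables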
Target sequence (P53779 whole entry, looked up): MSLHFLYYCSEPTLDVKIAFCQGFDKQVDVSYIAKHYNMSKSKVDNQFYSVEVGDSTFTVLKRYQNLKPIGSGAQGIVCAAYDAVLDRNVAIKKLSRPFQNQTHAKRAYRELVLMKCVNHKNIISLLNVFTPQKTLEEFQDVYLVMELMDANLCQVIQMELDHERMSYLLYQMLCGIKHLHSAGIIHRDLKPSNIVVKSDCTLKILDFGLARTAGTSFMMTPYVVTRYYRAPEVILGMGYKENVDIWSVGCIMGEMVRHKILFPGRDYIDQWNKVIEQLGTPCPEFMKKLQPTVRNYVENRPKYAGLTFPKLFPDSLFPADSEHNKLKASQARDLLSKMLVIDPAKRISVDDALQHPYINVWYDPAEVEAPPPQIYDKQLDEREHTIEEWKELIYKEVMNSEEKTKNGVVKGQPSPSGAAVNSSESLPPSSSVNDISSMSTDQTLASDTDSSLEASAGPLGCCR
RORa activator = activators of human nuclear receptor RORA. P35398. CHO-K1 Gal4-RORA LBD luciferase reporter, luminescence; percent increase over mock-subtracted basal signal. activation, % at 10 µM. 1.5% of 65,000 active;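 active = activation above the mean of all tested compounds plus 3 SD, cut at about 49% in these data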;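 note: 0% = DMSO-treated RORA cells and 100% = added signal equal to DMSO minus mock-transfected cells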
Target sequence (P35398 whole entry, looked up, the tested form may be a part): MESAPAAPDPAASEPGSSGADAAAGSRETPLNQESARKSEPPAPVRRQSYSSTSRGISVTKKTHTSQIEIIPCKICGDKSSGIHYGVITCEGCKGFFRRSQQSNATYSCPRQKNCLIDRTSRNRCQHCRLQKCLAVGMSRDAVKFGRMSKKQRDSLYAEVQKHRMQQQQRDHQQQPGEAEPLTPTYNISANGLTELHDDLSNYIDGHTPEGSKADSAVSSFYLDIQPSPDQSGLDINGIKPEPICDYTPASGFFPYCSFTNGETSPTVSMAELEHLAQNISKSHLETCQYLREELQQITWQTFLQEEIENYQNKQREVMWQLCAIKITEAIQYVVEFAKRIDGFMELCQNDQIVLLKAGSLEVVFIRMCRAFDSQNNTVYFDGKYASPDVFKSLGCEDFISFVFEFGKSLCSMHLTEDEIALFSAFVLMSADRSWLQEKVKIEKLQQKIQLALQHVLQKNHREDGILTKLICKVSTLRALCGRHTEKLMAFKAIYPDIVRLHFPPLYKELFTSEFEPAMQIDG
CatB mix inh = inhibitors of human cathepsin B in compound mixtures. P07858. Purified cathepsin B, AMC dipeptide fluorescence. inhibition, %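 (ten-compound pools at 5 µM per compound and 50 µM total)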. 0.06% of 62,000 active; in the data active = inhibition above about 22%, passing the limit was not always enough;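 note: 0% = enzyme without compound and 100% = no enzyme blank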
An asterisk follows results filed as active; . = no result given. These rows are one share of the data (hit frequency here may not be typical).

Results follow in this order: AP complement, PKA inh, ROCK2 inh, Ec RNAP inh, CatS inh, CatB block, JNK3 inh, RORa activator, CatB mix inh
#1 COC(=O)c1sc(N2C(=O)C(O)=C(C(=O)c3ccc(C)o3)C2c2ccc(F)cc2)nc1C (stereo not given)
  6, 10, 4, 5, -11, 6, 11, 21, 4
#2 CCOC(=O)N1CCN(C(=O)CSc2nnc(-c3cccc(Cl)c3)o2)CC1
  6, 3, 5, 6, -4, 1, -7, 17, -4
#3 c1ccc(-c2oc3ncnc(N4CCOCC4)c3c2-c2ccccc2)cc1
  13, 8, 2, 8, -3, 2, 3, -16, -7
#4 COc1ccc(-c2cc(N)n(CCC#N)n2)c(OC)c1
  15, -1, 0, 5, 5, 5, -3, 4, 3
#5 O/N=C(/Cc1ccccn1)c1ccccc1
  16, -5, 4, 6, 1, -3, -9, 1, 4
#6 COc1ccccc1CNC(=O)CCCNS(=O)(=O)c1cccc2nsnc12
  16, 8, 5, 6, -12, 4, 5, -13, 4
#7 O=C(Nc1scc(-c2ccc(F)cc2)c1C(=O)O)c1ccco1
  7, 6, 3, 4, -4, -1, -4, 30, 0
#8 CC(=O)Nc1c(C(=O)O)[nH]c2ccccc12
  -8, 17, 5, -6, -1, 4, 3, 8, 4
#9 O=C(c1cccc(S(=O)(=O)N2CCOCC2)c1)N1CCOCC1
  7, 10, 8, 10, 3, 6, 3, -13, 1
#10 O=C(NC1=NCCS1)c1ccncc1
  22, 2, 7, 1, -3, 2, -3, 25, 4
#11 O=C1c2ccccc2C(=O)N1CSc1ncccn1
  -2, -2, 3, 6, 13, 1, -8, -14, 4
#12 CCN1C(=O)C(NC(C)=O)c2cc(Br)ccc21 (stereo not given)
  -30, 3, -1, 3, 9, 7, -4, 6, 3
#13 COCCn1c(N)c(C(=O)NCC2CCCO2)c2nc3ccccc3nc21 (stereo not given)
  ., 5, 6, -53, ., -16, 0, 10, .
#14 CCC1Oc2ccccc2N(CC(=O)Nc2ccccc2OC)C1=O (stereo not given)
  9, 1, ., 5, -5, -3, ., -20, 4
#15 CCn1nc(C)c(/C=C2\CCCC3=C2OC(N)=C(C#N)C3c2c(C)nn(CC)c2C)c1C (stereo not given)
  16, -1, 0, -4, -6, -3, -7, -25, -1
#16 O=c1c2ccccc2c(C=NCCCN2CCOCC2)c(O)n1Cc1ccccc1
  1, 8, 3, -2, -2, 1, 1, 4, -3
#17 CCCCCc1nc2sc3c(c2c(=O)n1N)CCC3
  ., 4, 3, ., ., -4, -3, -13, .
#18 S=C1SCN(Cc2ccccn2)CN1Cc1ccco1
  4, 11, ., 13, -3, 3, ., -4, 1
#19 CCC(C)C(NC(=O)c1ccccc1NC(=O)c1ccc(OC)cc1)C(=O)NCc1ccco1 (stereo not given)
  13, 6, 2, 1, -8, 3, 5, 2, 2
#20 Cc1ccc(-c2nc(C#N)c(NCc3ccco3)o2)cc1
  6, -8, -11, -10, -3, -2, -3, 89*, -5
#21 COc1cccc(OC)c1-c1nn2c(-c3cc(-c4ccccc4)n[nH]3)nnc2s1
  13, 8, 6, 5, -12, 5, 2, 14, 2
#22 Cc1ccc(C2CC(c3cccc(C)c3)n3nc(N)nc3N2)cc1 (stereo not given)
  23, -6, -4, 0, -6, 1, 2, -13, 4
#23 O=C1NC(c2ccccc2Cl)Nc2ccccc21 (stereo not given)
  -22, 10, -3, -6, 0, 9, -1, 5, 2
#24 COC(=O)CNC(=O)c1nn(-c2cccc(OC)c2)c(=O)c2ccccc12
  6, 9, 8, 2, -10, 3, -1, -10, 0
#25 Cn1c(NC(=O)c2cc(Cl)ccc2Cl)cc(=O)n(C)c1=O
  4, 5, 5, 5, -2, 3, 4, -16, 1
#26 CC1Cc2ccccc2N1S(=O)(=O)c1cccs1 (stereo not given)
  11, 7, 2, 3, 2, 2, -1, -6, -6
#27 CCOC(=O)c1nnn(-c2nonc2-n2cccc2)c1C
  18, -1, 0, 5, -6, 1, -3, 1, -6
#28 O=C(Nc1ccc2c(c1)OCO2)N1CCOCC1
  -4, 5, 2, 8, 15, 6, 3, 25, 0
#29 CCCCCC1CC(=O)N(Cc2ccc(Cl)cc2)C(=O)N1 (stereo not given)
  10, 3, -13, 4, -17, 7, 1, -8, -1
#30 Cc1ccc(Cl)cc1N1CCN(C(=O)c2ccc(CN3CCOCC3)cc2)CC1
  8, 2, -1, 4, -9, -3, -9, -11, -5

Molecules above that have an aryl thioether with sulfur outside any ring:
Results follow in this order: AP complement, PKA inh, ROCK2 inh, Ec RNAP inh, CatS inh, CatB block, JNK3 inh, RORa activator, CatB mix inh
#2 CCOC(=O)N1CCN(C(=O)CSc2nnc(-c3cccc(Cl)c3)o2)CC1
  6, 3, 5, 6, -4, 1, -7, 17, -4
#11 O=C1c2ccccc2C(=O)N1CSc1ncccn1
  -2, -2, 3, 6, 13, 1, -8, -14, 4

A draw from above in order of heavy-atom count, low to high:
Results follow in this order: AP complement, PKA inh, ROCK2 inh, Ec RNAP inh, CatS inh, CatB block, JNK3 inh, RORa activator, CatB mix inh
#8 CC(=O)Nc1c(C(=O)O)[nH]c2ccccc12
  -8, 17, 5, -6, -1, 4, 3, 8, 4
#17 CCCCCc1nc2sc3c(c2c(=O)n1N)CCC3
  ., 4, 3, ., ., -4, -3, -13, .
#2 CCOC(=O)N1CCN(C(=O)CSc2nnc(-c3cccc(Cl)c3)o2)CC1
  6, 3, 5, 6, -4, 1, -7, 17, -4

The results go on.
Short forms: A = AP complement; B = PKA inh; C = ROCK2 inh; D = Ec RNAP inh; E = CatS inh; F = CatB block; G = JNK3 inh; H = RORa activator; I = CatB mix inh
#31 CCN1CCN(Cc2c(O)ccc3c(=O)c(-c4ccccc4OC)coc23)CC1
  A: 15; B: 11; C: 11; D: -14; E: -7; F: 2; G: -3; H: -3; I: 2

#32 Cc1oc2c(CN(C)C)c(O)ccc2c(=O)c1-c1cscn1
  A: 5; B: 13; C: 1; D: -4; E: -10; F: -1; G: 5; H: -14; I: 0

#33 CCN(CC)c1ccc(NC(=O)C2CCCN(S(=O)(=O)c3cccnc3)C2)c(C)c1 (stereo not given)
  A: 10; B: -5; C: 0; D: 5; E: 3; F: 1; G: -8; H: 2; I: -10

#34 Cc1[nH]cnc1CSCCN
  A: -6; B: 8; C: 5; D: .; E: 6; F: -2; G: 3; H: 17; I: 0

#35 CC(=O)NC1C(=O)SC1(C)C (stereo not given)
  A: 15; B: 7; C: 0; D: 3; E: -4; F: 5; G: -4; H: -23; I: 3

#36 Cc1cc(NC(=O)COc2cccc(Oc3ccccc3)c2)no1
  A: 6; B: 0; C: 4; D: 9; E: 0; F: -1; G: 0; H: 31; I: 5

#37 Cc1noc(C)c1S(=O)(=O)NCc1ccc2c(c1)OCO2
  A: 12; B: 2; C: -2; D: -1; E: 16; F: -2; G: 2; H: 1; I: -1

#38 Cc1cccc(C(=O)NCCN2CCN(c3ccccc3)CC2)c1
  A: -9; B: 6; C: 0; D: -9; E: 6; F: 3; G: 0; H: -11; I: -3

#39 Cc1c(/C(O)=C2/C(=O)C(=O)N(Cc3cccnc3)C2c2cccs2)cnn1-c1ccccc1 (stereo not given)
  A: 21; B: 8; C: 8; D: 5; E: 2; F: 2; G: 3; H: 3; I: -1

#40 CCn1c(=O)c(C(=O)CN2CC(C)OC(C)C2)c(N)n(Cc2ccccc2)c1=O (stereo not given)
  A: -5; B: 3; C: 5; D: 1; E: 10; F: 5; G: 2; H: -5; I: 6

#41 O=C(CSc1ccc2nnc(-c3ccncc3)n2n1)Nc1ccccc1F
  A: 7; B: 6; C: -5; D: 4; E: 4; F: 2; G: 1; H: -36; I: 1

#42 OCCN1CCN(CC(O)COc2ccc3ccccc3c2)CC1 (stereo not given)
  A: -2; B: 3; C: 0; D: 4; E: -6; F: 1; G: 1; H: -11; I: -10

#43 CC(C)N(Cc1cc2ccccc2[nH]c1=O)C(=O)C1CCCCC1
  A: -2; B: -2; C: -1; D: 3; E: 13; F: 4; G: -2; H: 2; I: -2

#44 Cc1ccc(-c2ccc(=O)n(CC(=O)Nc3cccc(C(=O)N4CCN(C)CC4)c3)n2)cc1
  A: 11; B: 7; C: .; D: 10; E: 1; F: 1; G: .; H: -9; I: 2

#45 Cc1cc(NS(=O)(=O)c2ccc(Nc3nc(-c4sc(N)nc4C)cs3)cc2)no1
  A: 5; B: 13; C: 6; D: 9; E: 13; F: 3; G: -10; H: -9; I: -6

New compounds follow:
Short forms: A = AP complement; B = PKA inh; C = ROCK2 inh; D = Ec RNAP inh; E = CatS inh; F = CatB block; G = JNK3 inh; H = RORa activator; I = CatB mix inh
#46 O=C(NCCc1ccccc1)c1ccccc1NS(=O)(=O)N1CCCC1
  A: -3; B: 11; C: 6; D: 1; E: -7; F: 2; G: 4; H: 17; I: 2

#47 CC1(C)CC(=O)C2=C(C1)NC(=O)CC2c1cc(F)ccc1F (stereo not given)
  A: 35; B: 8; C: 7; D: 16; E: -1; F: 3; G: -7; H: -7; I: 11

#48 CCN(CC)CCN1C(=O)c2oc3ccc(F)cc3c(=O)c2C1c1ccncc1 (stereo not given)
  A: 0; B: 6; C: 2; D: 8; E: 14; F: 4; G: 3; H: -10; I: 8

#49 Cc1ccc(N2CCN(S(=O)(=O)N(C)C)CC2)cc1Cl
  A: 10; B: 11; C: 8; D: 1; E: -1; F: 0; G: 2; H: -13; I: -1

#50 O=c1oc2cc(O)ccc2cc1-c1ccc(F)cc1
  A: -6; B: 0; C: -4; D: -185; E: -46; F: -15; G: -7; H: 62*; I: -9

#51 CCN(CC)c1ccc2cc(C(=O)O)c(=O)oc2c1
  A: 28; B: -2; C: 5; D: -1; E: -4; F: -2; G: 1; H: 24; I: 1

#52 O=C(CSc1nnc(-c2ccccc2)n1C1CCCCC1)N1CCCC1
  A: 4; B: 4; C: 8; D: 1; E: 0; F: -1; G: -4; H: 2; I: 3

#53 O=C1c2ccccc2-c2nc3ncnn3c(-c3ccccc3Cl)c21
  A: 6; B: 6; C: 1; D: 5; E: 13; F: 1; G: -5; H: 20; I: -1

#54 COc1cc(OC)cc(-c2nnc(SCc3cccnc3)o2)c1
  A: -1; B: -8; C: -6; D: 5; E: 2; F: -1; G: -4; H: -3; I: 4

Along the list, from the results shown:
PKA inh for nos. 16 to 20 → 8, 4, 11, 6, -8
AP complement for nos. 16 to 20 → 1, ., 4, 13, 6
CatB block for nos. 16 to 20 → 1, -4, 3, 3, -2

Screening results from PubChem BioAssay.
